Screening results from PubChem BioAssay.
Efflux pump inh = inhibitors of Candida efflux pumps in yeast, primary screen, S. cerevisiae, Nile Red, multiplex; S. cerevisiae Candida pump triplex; inhibition, % at 10 µM; hit rate 0.44% among 330,000; AID 485275, 2010;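 active = plate passing quality check with inhibition over a set limit, or well fluorescence over plate mean plus 4 SD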;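 note: Nile Red retained in pooled yeast measured as flow cytometry median fluorescence; 0% = buffer negative control and 100% = Enniatin B positive control; higher means more Nile Red kept so more efflux inhibition; some compounds called inactive have numbers as strong as hits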
AHR act = AHR activators, primary screen, cell-based, luminescence, luciferase reporter, human. Aryl hydrocarbon receptor (Homo sapiens), P35869. AHR-responsive luciferase reporter cells. activation, % at 5 µM. hit rate 2.5% among 320,000; in the data active = activation above about 47%;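 note: 0% = vehicle wells and 100% = reference agonist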
Target sequence (P35869 whole entry, looked up): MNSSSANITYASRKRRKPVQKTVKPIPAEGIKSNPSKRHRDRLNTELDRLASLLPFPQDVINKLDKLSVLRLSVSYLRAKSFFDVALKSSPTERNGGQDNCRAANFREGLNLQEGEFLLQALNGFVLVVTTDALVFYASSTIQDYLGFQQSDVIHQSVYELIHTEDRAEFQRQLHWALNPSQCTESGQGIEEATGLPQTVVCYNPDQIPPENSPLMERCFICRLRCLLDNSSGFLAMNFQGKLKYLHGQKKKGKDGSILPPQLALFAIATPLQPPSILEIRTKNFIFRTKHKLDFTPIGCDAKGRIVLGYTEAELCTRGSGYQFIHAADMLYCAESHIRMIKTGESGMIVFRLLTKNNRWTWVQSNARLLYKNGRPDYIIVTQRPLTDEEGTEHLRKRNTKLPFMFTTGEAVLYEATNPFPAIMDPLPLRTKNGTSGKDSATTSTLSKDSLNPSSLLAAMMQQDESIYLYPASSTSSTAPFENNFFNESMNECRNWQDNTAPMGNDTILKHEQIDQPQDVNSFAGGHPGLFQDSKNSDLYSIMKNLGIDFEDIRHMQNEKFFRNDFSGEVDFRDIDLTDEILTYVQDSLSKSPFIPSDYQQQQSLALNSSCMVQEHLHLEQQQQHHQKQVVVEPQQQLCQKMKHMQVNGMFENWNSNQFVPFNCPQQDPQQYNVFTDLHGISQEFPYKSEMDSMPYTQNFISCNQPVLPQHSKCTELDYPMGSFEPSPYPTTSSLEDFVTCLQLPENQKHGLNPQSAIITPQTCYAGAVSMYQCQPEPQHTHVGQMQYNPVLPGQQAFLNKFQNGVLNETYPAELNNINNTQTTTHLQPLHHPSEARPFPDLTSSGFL
MEP2-GFP yeast = modulators of MEP2-GFP levels in yeast, primary screen, S. cerevisiae, multiplex flow cytometry, MLPCN library. GFP response vs DMSO, % at 10 µM. AID 2016, 2009. S. cerevisiae MEP2-GFP strain, 3 h; 100% = DMSO control level. hit rate 0.51% among 330,000;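 active = GFP response versus DMSO above a set limit, roughly screen mean plus 3 SD, cut at about 180% in these data; inconclusive = fewer than 70 cells counted for a yeast strain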;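 note: median GFP fluorescence of the barcode-gated MEP2-GFP cells per well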
RPL19A-GFP yeast = RPL19A-GFP expression modulators in yeast, primary screen, cell-based, S. cerevisiae, multiplex flow cytometry, MLPCN; hit rate 0.3% among 330,000; percent response vs DMSO, % at 10 µM; AID 2025, 2009; S. cerevisiae RPL19A-GFP strain, 3 h; active compounds read low;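 active = percent response vs DMSO below 50%; inconclusive = fewer than 70 events counted for the yeast strain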;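 note: median channel GFP fluorescence of the barcoded RPL19A-GFP strain; ratio of sample median GFP to plate DMSO average so 100% = DMSO; lower means less RPL19A-GFP as with rapamycin TOR inhibition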
LAP4-GFP MLPCN = modulators of LAP4-GFP expression in yeast, primary screen, S. cerevisiae, multiplex flow cytometry, MLPCN library; 3 h; median GFP as percent of DMSO wells; hit rate 0.34% among 320,000; GFP response vs DMSO, % at 10 µM;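 active = GFP response vs DMSO above a set limit, about the screen mean plus 3 SD, cut at about 150% in these data; inconclusive = under 70 cell events counted for the yeast strain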
CIT2-GFP yeast = modulators of CIT2-GFP expression in yeast, primary screen, S. cerevisiae, GFP fusion, multiplex flow cytometry, MLPCN library; hit rate 0.065% among 320,000; GFP response vs DMSO, % at 10 µM; S. cerevisiae CIT2-GFP strain, 3 h; 100 means same as DMSO wells;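 active = GFP response relative to DMSO above a set limit, near the screen mean plus 3 SD, cut at about 150% in these data; inconclusive = Fewer than 70 cells measured for a yeast strain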;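 note: ratio of well median GFP fluorescence to mean of DMSO wells on the plate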
CR mimetic SO = reduction of superoxide in aged yeast, primary screen, HTS | S. cerevisiae aged cells, superoxide DHE fluorescence; active compounds read low | superoxide response (% of plate mean), % at 10 µM | hit rate 0.18% among 330,000 | AID 2690, 2010;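 active = superoxide response under a set limit, about three screen SD below normal, cut at about 65% in these data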;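 note: yeast aged for seven days with compound at 30 °C before DHE staining; 100% = average MFI of all compound-treated wells on the plate with controls excluded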
AGP1-GFP MLPCN = modulators of AGP1-GFP expression in yeast TOR pathway, primary screen, cell-based, multiplex flow cytometry, S. cerevisiae, MLPCN library. GFP response vs DMSO, % at 10 µM. hit rate 0.02% among 320,000. AID 2066, 2009. 3 h; GFP as percent of DMSO wells;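 active = GFP response relative to DMSO above a set limit, near screen average plus 3 SD, cut at about 150% in these data; inconclusive = fewer than 70 cells counted for the yeast strain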;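 note: median GFP channel fluorescence of the gated AGP1 strain per well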
Starred values were filed as active, the others as inactive; ? = inconclusive.

Start of the listing, in advance, 10 compounds:
SMILES	Efflux pump inh	AHR act	MEP2-GFP yeast	RPL19A-GFP yeast	LAP4-GFP MLPCN	CIT2-GFP yeast	CR mimetic SO	AGP1-GFP MLPCN
Cc1cc(C)c(S(=O)(=O)N2CCCOC2CNC(=O)C(=O)NCc2cccs2)c(C)c1 (configuration not stated)	-0.2	0	98	105	94	108	91	105
O=C(C[n+]1ccc(Cc2ccccc2)cc1)Nc1ccc([N+](=O)[O-])cc1Cl	0.0	1	130	103	113	110	113	104
COc1ccc(C(=O)NCc2cn3ccccc3n2)cc1	0.0	3	?	96	?	?	97	85
Cc1nc(SCc2ccccc2)c([N+](=O)[O-])[nH]1	-0.3	0	96	99	102	97	103	94
C=CCNC(=S)N1CCN(CCN=Cc2c(C)[nH]n(-c3ccc([N+](=O)[O-])cc3)c2=O)CC1	-0.1	4	105	108	112	113	103	114
CCCCCCCN=C(C)c1ccccc1O	0.0	-1	88	96	101	108	111	107
Cn1c(SCc2ccccn2)nnc1-c1cnccn1	-0.1	4	101	106	97	107	104	110
CCOC(=O)N1CCN(C(=O)c2ccc(OC)c(OC)c2)CC1	0.3	2	109	98	100	92	103	97
CCS(=O)(=O)C1=NSC2=NC(=O)/C(=C\c3cc(C)n(-c4cccc(OC)c4)c3C)C(=N)N21	-0.1	7	97	98	102	93	97	99
CCOC(=O)c1cc(S(=O)(=O)Nc2cccc(OC)c2)cn1C	0.1	1	109	105	104	111	91	108

The list itself, repeating the preview:
SMILES	Efflux pump inh	AHR act	MEP2-GFP yeast	RPL19A-GFP yeast	LAP4-GFP MLPCN	CIT2-GFP yeast	CR mimetic SO	AGP1-GFP MLPCN
Cc1cc(C)c(S(=O)(=O)N2CCCOC2CNC(=O)C(=O)NCc2cccs2)c(C)c1 (configuration not stated)	-0.2	0	98	105	94	108	91	105
O=C(C[n+]1ccc(Cc2ccccc2)cc1)Nc1ccc([N+](=O)[O-])cc1Cl	0.0	1	130	103	113	110	113	104
COc1ccc(C(=O)NCc2cn3ccccc3n2)cc1	0.0	3	?	96	?	?	97	85
Cc1nc(SCc2ccccc2)c([N+](=O)[O-])[nH]1	-0.3	0	96	99	102	97	103	94
C=CCNC(=S)N1CCN(CCN=Cc2c(C)[nH]n(-c3ccc([N+](=O)[O-])cc3)c2=O)CC1	-0.1	4	105	108	112	113	103	114
CCCCCCCN=C(C)c1ccccc1O	0.0	-1	88	96	101	108	111	107
Cn1c(SCc2ccccn2)nnc1-c1cnccn1	-0.1	4	101	106	97	107	104	110
CCOC(=O)N1CCN(C(=O)c2ccc(OC)c(OC)c2)CC1	0.3	2	109	98	100	92	103	97
CCS(=O)(=O)C1=NSC2=NC(=O)/C(=C\c3cc(C)n(-c4cccc(OC)c4)c3C)C(=N)N21	-0.1	7	97	98	102	93	97	99
CCOC(=O)c1cc(S(=O)(=O)Nc2cccc(OC)c2)cn1C	0.1	1	109	105	104	111	91	108
COc1ccccc1-c1nn(-c2ccccc2)cc1C(=O)NCC(c1ccco1)N1CCCC1 (configuration not stated)	-0.2	1	99	100	97	99	85	101
Cc1cc(-c2n[nH]c(=S)o2)c(C)n1-c1ccccc1	-0.2	5	104	101	92	112	117	80
Nc1nc(NCc2ccccc2)nc(NCCO)c1[N+](=O)[O-]	0.0	4	101	98	109	95	106	107
CC(=O)Nc1ccc(Nc2ncnc3c2cnn3-c2ccc(C)cc2C)cc1	-0.2	-5	108	105	101	107	95	108
CC(C)COc1cccc(C(=O)NC(=S)Nc2cccc(NC(=O)c3ccccc3Cl)c2)c1	0.3	12	101	101	97	97	119	96
CCOC(=O)c1cc(NC(=O)c2cc(C)on2)cc(C(=O)OCC)c1	-0.1	3	92	89	93	97	89	94
COc1ccc(OCC(=O)Nc2cc(NC(=O)c3ccco3)ccc2OC)cc1	0.0	28	101	108	92	103	107	98
CNC(=S)N(CCc1c(C)[nH]c2ccc(C)cc12)Cc1cc(OC)c(OC)c(OC)c1	-0.1	18	85	100	90	77	100	96
CC(OC(=O)c1cccnc1SCc1cc(=O)n2ccccc2n1)c1ccccn1 (configuration not stated)	-0.1	73*	99	97	101	100	119	94
CCNC(=O)C(=O)Nc1ccc(OC)c(Cl)c1	0.0	32	110	92	125	102	87	88
Cc1ccc(Nc2nnc(SCC(=O)Nc3ccccc3[N+](=O)[O-])s2)cc1	-0.3	4	114	99	103	97	105	104
Cc1cccc2c1CC(C)(C)N=C2C1=C(O)CC(C)(C)CC1=O	0.0	17	107	97	97	98	101	96
O=C(c1ccc(S(=O)(=O)N2CCCCCC2)cc1)N1CCN(Cc2ccccc2)CC1	0.0	-1	98	92	96	92	96	94
O=C(NCCO)/C(=C\c1ccc(Br)cc1)NC(=O)c1cccs1	7.5*	-1	101	100	100	101	117	103
CCC(C)(C)NC(=O)CN(C(=O)CCC(=O)Nc1ccccn1)c1ccc2c(c1)OCO2	-0.4	-9	103	102	105	109	98	107
COc1ccc(OC)c(/C=N/n2c(-c3n[nH]c4c3CCC4)n[nH]c2=S)c1	-0.2	4	99	95	104	101	94	105
COc1ccc(OC)c(-c2cc(C(=O)N3CCN(c4ccccc4)CC3)no2)c1	0.1	14	99	92	109	89	117	89
COc1ccc(-n2nc(C(=O)NCC(=O)Nc3ccc(F)cc3)c3ccccc3c2=O)cc1	0.0	-2	95	98	93	93	109	93
CSc1ccc(S(=O)(=O)NC2CC2)cc1	-0.4	1	104	104	102	100	83	106
O=C(c1cccs1)N(Cc1ccc(F)cc1)C1CCS(=O)(=O)C1 (configuration not stated)	0.1	3	88	99	88	95	92	96
Cc1ccc(NC(=O)c2cccc(S(=O)(=O)N3CCc4ccccc4C3)c2)nc1	0.4	15	104	99	100	87	130	94
O=C(COc1ccc(S(=O)(=O)N2CCCC2)cc1)Nc1ccc2c(c1)OCCO2	0.1	5	94	100	96	87	105	102
COc1cccc(N2CCN(C(=O)c3ccc(CS(=O)Cc4ccc(Cl)cc4)o3)CC2)c1 (configuration not stated)	0.2	3	103	105	109	102	105	102
CC(=O)Nc1ccc(OCC(O)CN2CCN(S(=O)(=O)c3ccc(NC(C)=O)cc3)CC2)cc1 (configuration not stated)	-0.1	1	93	91	90	101	93	87
O=C(C1CCN(S(=O)(=O)c2ccccc2)CC1)N1CCN(c2ccccc2F)CC1	0.0	0	102	101	108	107	99	109
Cc1ccc(NS(=O)(=O)c2cc(C(=O)NCc3ccccn3)ccc2Cl)cc1	0.0	5	96	95	94	94	109	100
O=C(CSc1nnc(-c2ccc(F)cc2)n1-c1ccccc1)NCCN1C(=O)CSC1=O	-0.1	-2	103	104	106	100	104	103
CSCCC(NC(=O)CCNC(=O)c1ccccc1Cl)c1nc2ccccc2[nH]1 (configuration not stated)	0.4	1	99	99	104	98	110	110
CC(Cc1cccs1)NC(=S)Nc1ccccc1 (configuration not stated)	0.0	-4	105	102	99	95	97	100
Cc1sc2ncn(CC(=O)NC3CCCCC3)c(=O)c2c1C	0.0	1	98	91	90	86	93	97
Cc1c(Cl)cnc(NC(=O)COC(=O)c2cccc(S(=O)(=O)N3c4ccccc4CC3C)c2)c1Cl (configuration not stated)	-0.3	7	103	105	104	105	81	102
CN1C(=O)CC(N2CCN(c3ccccc3)CC2)C1=O (configuration not stated)	-0.1	1	105	104	97	105	111	108
COc1ccc(NC(=S)Nc2ccc(S(N)(=O)=O)cc2)c(OC)c1	0.1	9	104	91	90	83	87	94
O=C1C(=O)N(CC(=O)N2CCCC2)c2ccccc21	0.1	-1	104	99	122	99	106	102
CCOC(=O)C1C(=O)C=C(c2ccc(NS(C)(=O)=O)cc2)CC1c1ccco1 (configuration not stated)	0.0	-2	103	102	104	107	98	104
Fc1cc2nc(-c3ccncc3)[nH]c2cc1F	-0.1	23	98	99	101	100	101	100
COc1ccc(/C=N\N=C2/SC(CC(=O)O)C(=O)N2c2ccc(O)cc2)cc1OC (configuration not stated)	-0.2	1	114	95	96	104	101	89
COC(=O)C1=C(CS(=O)(=O)c2cc(Cl)ccc2OC)NC(=O)NC1c1ccc(O)c(OC)c1 (configuration not stated)	-0.1	2	102	100	102	102	101	103
CC1(C)CC2CC(C)(CN2C(=O)c2ccccc2)C1 (configuration not stated)	0.1	-1	103	98	104	113	80	94
COc1ccccc1NS(=O)(=O)c1cccc(NC(=O)Nc2ccccc2)c1	-0.6	9	100	96	95	96	98	102
CC1=C(C(=O)OC(C)C)C(c2cccs2)N2C(=O)C(C)SC2=N1 (configuration not stated)	0.3	-1	102	98	98	94	95	95
Cc1ccc(C(NC(=O)N2CCOCC2)=C(Cl)Cl)cc1F	0.0	1	102	97	99	104	101	101
COc1ccc(NC(=O)/C=C/c2ccc(OC)c(OC)c2)cn1	-0.2	-5	101	104	103	100	78	115
CCOC(=O)CC(=O)NC(C)(C)CCCCC(C)(C)NC(=O)CC(=O)OCC	0.5	0	103	94	106	92	101	101
COc1ccc(CCNC(=O)CNS(=O)(=O)c2ccc(Br)s2)cc1OC	0.0	0	97	99	86	95	108	93
N#CCCN(C(=O)COC(=O)CCc1ccccc1)c1ccccc1	-0.1	0	91	98	97	102	108	101
COc1ccccc1C(=O)N(Cc1ccco1)C1CCS(=O)(=O)C1 (configuration not stated)	0.1	2	89	87	90	87	104	87
CC1(C)CC(=O)C2=C(C1)NC(SCC(=O)Nc1ccccc1)=C(C#N)C2c1ccco1 (configuration not stated)	-0.1	3	96	95	91	99	96	98
O=C(NC1C2CC3CC(C2)CC1C3)c1ccc(N2CCNCC2)c([N+](=O)[O-])c1 (configuration not stated)	0.0	-2	95	97	111	96	113	103
Cc1sc2ncn(CC(=O)N3CCN(c4ccccc4F)CC3)c(=O)c2c1S(=O)(=O)N1CCOCC1	0.0	-1	102	107	95	103	111	104

The listing continues.
SMILES	Efflux pump inh	AHR act	MEP2-GFP yeast	RPL19A-GFP yeast	LAP4-GFP MLPCN	CIT2-GFP yeast	CR mimetic SO	AGP1-GFP MLPCN
CCCc1cc(=O)[nH]c(Nc2ccc(N3CCCCC3)cc2)n1	-0.1	28	98	99	90	100	84	100
COc1ccc(NC(=O)Cn2c(=O)n(CC(=O)NCc3ccco3)c(=O)c3ccccc32)cc1	0.0	0	102	100	102	106	104	104
COc1cc(/C=N/NC(=O)C2=NNC(=O)C2C)ccc1O (configuration not stated)	-0.2	2	121	98	92	110	91	104
O=C(Cn1cccc1C(=O)c1ccccc1)NCCN1CCCCCC1	0.0	0	99	97	100	106	100	105
COc1ccc(C2CC(c3cccs3)Nc3nnnn32)cc1 (configuration not stated)	0.1	1	97	100	104	96	114	104
